Compound activity as filed in PubChem BioAssay.
E-sel TNF inh – TNF alpha driven E-selectin expression inhibition. HUVEC TNFa-induced E-selectin immunofluorescence, high content. inhibition, % at 2 µM. actives 0.71% (n = 120,000);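 active = inhibition above the batch mean plus 3 SD, and confirmed as a hit on visual image review, cut at about 43% in these data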;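 also: 0% = TNF-stimulated DMSO wells and 100% = unstimulated control wells; not every result past the cut was called active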
* marks the source's active call; other numbers are inactive results. Some of the compounds tested; rates above refer to the full screens.

| canonical_smiles | E-sel TNF inh |
| --- | --- |
| O=C(/C=C/c1ccc(Br)o1)NCCCN1CCOCC1 | -34 |
| Cc1ccc(NC(=O)Nc2cccc([N+](=O)[O-])c2)nc1 | 9 |
| COc1ccc(CNC(=O)CCc2nc3cc(S(=O)(=O)N(C)C)ccc3n2C)cc1OC | -14 |
| COc1ccc(C(=O)NNC(=S)NC(=O)c2ccc(Br)o2)cc1OC | -15 |
| CC(=O)N/N=C/c1cc(C(C)C)cc(/C=N/NC(C)=O)c1O | -1 |
| C=CCN(CC=C)C(=O)c1ccc(OC2CCN(Cc3ccccn3)CC2)cc1 | -2 |
| COC(=O)N/N=C/c1cc(C)n(-c2ccc(F)cc2)c1C | 25 |
| Cc1cc(C)n(C2CC(=O)N(c3cccc(Cl)c3)C2=O)n1 (centres undefined) | -17 |
| O=Nc1c2cc(-c3ccccc3)[nH]nc-2c2ccccc12 | -7 |
| O=C1/C(=C/c2ccccn2)COc2ccccc21 | 14 |
| O=c1c2ccccc2nnn1Cc1ccc(F)cc1 | -88 |
| CN=C1S/C(=C\c2ccc(N3CCCC3)c(F)c2)C(=O)N1C | -57 |
| CCc1ccc(S(=O)(=O)NCCc2cn3ccc(C)cc3n2)s1 | -12 |
| CC(C)Cc1ccc(/C=C/C(=O)N2CCOCC2)cc1 | -10 |
| CC(=O)N1CCN(c2ncnc3sc(-c4ccccc4)cc23)CC1 | -21 |
| O=C(CN1C(=O)/C(=C/c2ccccc2)SC1=S)Nc1cccnc1 | -2 |
| COCCCn1c(=O)/c(=C\c2ccccc2OC(F)F)s/c1=C(/C#N)C(N)=O | -9 |
| CCn1c(C(C)NC(=O)c2cccc(C)c2)n[nH]c1=S (centres undefined) | -33 |
| NS(=O)(=O)c1ccc(NC(=O)/C=C/c2ccc3c(c2)OCO3)cc1 | -3 |
| Cc1cc2cc(CNC(=S)NC3CCCCC3)ccc2n1C | 13 |
| O=C(O)CSCc1nc2ccccc2[nH]1 | -15 |
| Cc1noc(C)c1S(=O)(=O)N(C)Cc1ccccc1 | -14 |
| COc1ccc(CC(=O)Nc2ccc(C(=O)Nc3nccs3)cc2)cc1OC | 15 |
| CC(=O)c1ccc(Nc2cc(C)nc3c(C)cc(C)cc23)cc1 | -17 |
| C(=N\Nc1nc(N2CCCCC2)nc(N2CCCCC2)n1)/c1c[nH]c2ccccc12 | 5 |
| Cc1[nH]c2ccccc2c1C(=O)C(=O)NCc1cccs1 | -57 |
| NC(=O)Cc1ccc(C(=O)c2ccc(Cl)cc2Cl)s1 | -25 |
| FC(F)(F)c1cnc(-c2cnc(-c3ccccn3)nc2)c(Cl)c1 | 18 |
| O=C(C1CC1)N1N=C(c2ccncc2)CC1(O)C(F)(F)F (centres undefined) | 3 |
| Cc1c(NC(=O)COC(=O)COc2ccc(Nc3ccccc3)cc2)c(=O)n(-c2ccccc2)n1C | 18 |
| COc1cc2c(cc1OC)CN(C(=S)Nc1ccc(OC(F)F)cc1)CC2 | 0 |
| COc1ccc(Cc2nnc(N=Nc3c(O)[nH]c4ccc(Br)cc34)[nH]c2=O)cc1 | -16 |
| Cc1ccc(NC(=S)NC2CC3CCCC(C2)N3Cc2ccco2)cc1 (centres undefined) | -11 |
| CC1CCCC(NC(=O)CSC2CCCCC2)C1C (centres undefined) | 13 |
| Cc1nn(CC(=O)c2ccc(Cl)s2)c(C)c1[N+](=O)[O-] | 0 |
| CCOC(=O)COc1ccc(S(=O)(=O)N2CCN(c3ccc(OC)cc3)CC2)cc1 | 24 |
| CC1(C)CC(=O)C/C(=N/Nc2nc3ccccc3s2)C1 | -11 |
| Cc1ccc(C(=O)Nc2c(C)cc(-c3ccccc3)oc2=O)cc1 | -12 |
| Cc1cc(C(=O)NCCCN(C)C)c2ccccc2n1 | -20 |
| O=C(O)c1cccc(N/N=C/C2=C(Cl)c3cc(Cl)ccc3SC2)c1 | 7 |
| CCOC(=O)N1CCN(CCC(=O)Nc2ccc(Br)c(C)c2)CC1 | -26 |
| O=C(CCN1C(=O)c2cccc([N+](=O)[O-])c2C1=O)Nc1nccs1 | 12 |
| O=C(NCC1CCCO1)C1CCN(C2CCN(CCCC3CCCC3)CC2)CC1 (centres undefined) | -30 |
| Cc1ccc(/C=C(\C#N)C(=O)NCCN2CCOCC2)cc1 | -11 |
| Oc1ccc(N2CCN(c3ncnc4sc(-c5ccccc5)cc34)CC2)cc1 | 100* |
| CCN(CC)S(=O)(=O)c1ccc(/C=C/C(=O)O)cc1 | -16 |
| O=C(C1CCC(CNS(=O)(=O)c2cccc3nsnc23)CC1)N1CCN(c2ccccn2)CC1 (centres undefined) | -16 |
| Cc1cc([N+](=O)[O-])nn1CCCC(=O)Nc1cccnc1Cl | -13 |
| Cc1cccc(N2CCN(C(=O)C3CCN(S(=O)(=O)N4CCOCC4)CC3)CC2C)c1 (centres undefined) | 0 |
| O=C1C2C3C=CC(CC3)C2C(=O)N1/N=C/c1c[nH]c2ccccc12 (centres undefined) | -6 |
| CCOc1ccc(Br)cc1S(=O)(=O)NC(=O)c1ccccc1 | 4 |
| CC1(C)CC(=O)C(C(N)=NC(=O)c2ccccc2)=C(O)C1 | -3 |
| COC(=O)CC1=NN(c2nc(C)cc(C)n2)C(=O)C1 | -14 |
| CCNC(=S)N(CCN(C)C)Cc1cc2cc(OCC)ccc2[nH]c1=O | -30 |
| CNC(=O)COC(=O)c1ccc(OCC(=O)Nc2ccccc2OC)c(OC)c1 | -24 |
| C/C(=N\NC(=O)c1cccc(S(=O)(=O)N2CCCC2)c1)c1cccs1 | -28 |
| O=C(c1ccc(Cl)cc1)c1c[nH]c(C(=O)NNc2cccc(Cl)n2)c1 | -24 |
| C/C(=N\Nc1cccc2cccnc12)c1ccccc1O | 72* |
| CCOC(=O)Cc1cc(=O)[nH]c(/N=C(\N)Nc2ccc(C)c(C)c2)n1 | -17 |
| Cc1ccc(S(=O)(=O)N2CCN=C2SCc2ccccc2)cc1 | -5 |

Carrying on.
| canonical_smiles | E-sel TNF inh |
| --- | --- |
| COC(=O)c1ccc2nc(NC(=O)C(C)C)sc2c1 | -19 |
| CN(C)c1ccc(/C=C/C(=O)c2ccccc2O)cc1 | -24 |
| CC(C)C(=O)NC(=S)Nc1ccccc1N1CCN(C(=O)c2ccccc2)CC1 | -26 |
| COc1ccc(CCNC(=O)CCCCCn2c(SCC(N)=O)nc3cc4c(cc3c2=O)OCO4)cc1OC | -5 |
| CCc1nnc(NC(=O)c2ccc(Cl)nc2)s1 | -5 |
| Cc1ccc2c(c1)C1C3CCC(C3)C1S(=O)N2 (centres undefined) | -17 |
| CCCCOc1ccc(N2C(=O)CC(NCc3ccncc3)C2=O)cc1 (centres undefined) | -5 |
| O=C(CSc1nc(C2CCCCC2)nc2ccccc12)NCc1ccco1 | -30 |
| CC(NC(=O)c1ccc(C23CC4CC(CC(C4)C2)C3)cc1)C(=O)O (centres undefined) | -23 |
| CN(C(=O)COC(=O)c1ccc([N+](=O)[O-])cc1Cl)C1CCCCC1 | -10 |
| COc1ccccc1N1CCN(C(=O)c2n[nH]c3ccccc23)CC1 | -51 |
| COc1ccc(CSc2nnc(C)n2N)cc1[N+](=O)[O-] | -4 |

Reprinted at random: 4 records from the list, in no set order.
| canonical_smiles | E-sel TNF inh |
| --- | --- |
| CC(C)C(=O)NC(=S)Nc1ccccc1N1CCN(C(=O)c2ccccc2)CC1 | -26 |
| COc1ccccc1N1CCN(C(=O)c2n[nH]c3ccccc23)CC1 | -51 |
| CN(C)c1ccc(/C=C/C(=O)c2ccccc2O)cc1 | -24 |
| Cc1ccc2c(c1)C1C3CCC(C3)C1S(=O)N2 (centres undefined) | -17 |

Further structures follow.
| canonical_smiles | E-sel TNF inh |
| --- | --- |
| CCn1ncc(CN2CCCC(CNC(=O)c3ccc(F)cc3)C2)c1C (centres undefined) | -20 |
| O=C(CCCc1nc2ccccc2s1)Nc1ccccc1 | -7 |
| Cc1ccc(C2=NNC(=Nc3ccc(F)cc3)SC2)cc1 | -51 |
| C=CCn1c(O)c(N=NC(=S)Nc2ccccc2F)c2ccccc21 | -9 |
| COc1ccccc1N1C(=O)C(Cl)=C(Nc2ccccc2O)C1=O | 7 |
| CC(=O)N[C@@H](Cc1c[nH]c2ccccc12)C(=O)OCC(=O)NCc1ccc2c(c1)OCO2 | -34 |
| O=C1c2ccccc2NC(c2cccc(O)c2)N1NS(=O)(=O)c1ccccc1 (centres undefined) | -16 |
| CNCc1nc2ccccc2[nH]1 | -32 |
| CCOC(=O)N1CCN(CC(=O)Nc2sccc2C#N)CC1 | -37 |
| CC(C)(C)NC(=O)C(c1ccc(O)cc1)N(C(=O)CCC(=O)Nc1nccs1)c1cccc(F)c1 (centres undefined) | -34 |
| CCC(=O)NCc1c(C)c(C)n(Cc2ccccc2)c1-n1cccc1 | -11 |
| COc1cc2c(cc1C1NC(=S)NC(C)=C1C(N)=O)CCCC2 (centres undefined) | -5 |

The list continues:
compound,E-sel TNF inh
C=CCn1cc(-c2cccc(C(F)(F)F)c2)cc(C#N)c1=O,30
O=C(O)c1ccc(-c2ncc[nH]2)cc1,-12
Cn1ccnc1C(=O)C1CCCN(Cc2cn[nH]c2-c2ccc(-c3ccccc3)cc2)C1 (centres undefined),23
CN(Cc1cccs1)C(=O)/C=C/c1ccccc1[N+](=O)[O-],-5
O=S(=O)(Cc1ccccc1Cl)NCCc1ccccc1,9
Cc1cc(NCc2ccccn2)n2c(nc3ccccc32)c1C#N,12
Cc1ccc(S(=O)(=O)NCC2CCC(C(=O)NCc3cccnc3)CC2)cc1 (centres undefined),-14
O=C(COc1ccccc1F)N1CCc2ccccc2C1,-20
CC(C1CC1)N(Cc1ccccc1)C(=S)Nc1ccccc1Cl (centres undefined),-33
Cc1ccc(S(=O)(=O)NNC(=O)C(=O)NNS(=O)(=O)c2ccc(C)cc2)cc1,-40
Cc1occc1-c1nnc(SCC(=O)NC(C)(C)C)n1CC(C)C,-20
Cc1cc(C)n2nc(SCc3nnc(-c4ccc(F)cc4)o3)nc2n1,-48
N=C1SCC(=O)N1/N=C/c1ccccc1,19
CCCc1nnc(SCC(=O)N2CCOCC2)n1CC1CCCO1 (centres undefined),13
Cc1csc(SCc2nc3scc(-c4ccccc4)c3c(=O)[nH]2)n1,-4
O=C(Cc1cccs1)N1CCN=C1SCc1ccc(F)cc1,0
CCS(=O)(=O)NCC(c1cccnc1)N1CCN(c2ccc(OC)cc2)CC1 (centres undefined),-22
O=C(COC(=O)c1ccc(Cl)cc1O)NC(=O)C1CCCCC1,46
CCOc1ccc(-c2nc(C#N)c(NCc3ccco3)o2)cc1,-14
Cc1ccc(S(=O)(=O)N2CCOCC2)cc1NC(=O)COC(=O)c1ccc2c(c1)OCO2,-43
Cc1nc2ccc(NC(=O)c3ccco3)cc2nc1C,-35
O=C(CN1C(=O)C2CC=CCC2C1=O)NCC(=O)Nc1ccc(F)c(F)c1F (centres undefined),-41
O=C(NCCCl)Nc1cccnc1Cl,9
O=C(NC(=S)N1CCN(c2ccc([N+](=O)[O-])cc2)CC1)c1ccccc1Cl,-14
CN(C(=O)CSc1nnc(-c2cccnc2)n1-c1ccccc1F)C1CCS(=O)(=O)C1 (centres undefined),-9
NC(=O)CSc1nnc(Cc2ccc3c(c2)OCO3)o1,21
CCCCNC(=S)N1CCN(C)CC1,4
O=C(O)c1cccc(NC(=S)N/N=C/c2cccc(O)c2)c1,6
CCOC(=O)C1=C(c2ccccc2)NC(=O)NC1c1ccc(O)c(OCC)c1 (centres undefined),-3
COc1ccccc1/C=N\Nc1cn[nH]c(=O)c1Cl,3
Cc1ccc(NC(=O)COC(=O)C2=COCCO2)c([N+](=O)[O-])c1,6
COc1cc(NS(=O)(=O)c2ccc(NC(=O)c3ccc(S(=O)(=O)N4CCCC4)cc3)cc2)ncn1,14
CN(C)S(=O)(=O)c1ccc(NC(=O)CCNC(=O)c2ccc([N+](=O)[O-])cc2)cc1,-4
CCN(CC)S(=O)(=O)c1ccc(OC)c(NC(=O)Cn2cnc3c2c(=O)n(C)c(=O)n3C)c1,-3
O=C(NCC1CCCO1)c1cc([N+](=O)[O-])ccc1Cl (centres undefined),-15
COc1ccc(-n2c(C)cc(-c3cn4cccc(C)c4n3)c2C)cc1,31

Part of the list above, with values ahead of the structure:
| E-sel TNF inh | SMILES |
| --- | --- |
| -3 | CCN(CC)S(=O)(=O)c1ccc(OC)c(NC(=O)Cn2cnc3c2c(=O)n(C)c(=O)n3C)c1 |
| -15 | O=C(NCC1CCCO1)c1cc([N+](=O)[O-])ccc1Cl (centres undefined) |
| 31 | COc1ccc(-n2c(C)cc(-c3cn4cccc(C)c4n3)c2C)cc1 |

Later entries.
compound,E-sel TNF inh
CC(=O)N1CCN(CC(=O)Nc2cccc(S(=O)(=O)N3CCCCCC3)c2)CC1,-14
CCC(=O)c1ccc(OCC(=O)NCC2(N3CCCCC3)CCCCC2)cc1,-9
C=CCc1cccc2cc(C(=O)NNC(=O)c3ccncc3)c(=O)oc12,2
Cc1[nH]c(=O)nc2c1CCC2,-7
C/C(=N\Nc1ccc(S(N)(=O)=O)cc1[N+](=O)[O-])c1ccc2c(c1)OCO2,-3
COc1cc(NC(=O)CSc2nnc3c(C)cc4c(C)ccc(C)c4n23)c(C(=O)O)cc1OC,14
COc1ccccc1NC(=O)NCc1ccco1,-8
Cc1ccc(CNC(=O)COC(=O)C2CCN(S(=O)(=O)c3cccs3)CC2)cc1,-16
O=[N+]([O-])c1ccc(SCc2ccco2)cc1N1CCOCC1,-22
CCN(C(=O)CN1CCN(Cc2ccccc2)CC1)c1c(N)n(Cc2ccccc2)c(=O)[nH]c1=O,-55
c1ccc(-c2nnsc2-c2nc3ccccc3[nH]2)cc1,-10
O=C1CCCN1c1nccs1,-32
CCC(C)NC(=O)c1nc2c(nnn2Cc2ccccc2Cl)c(=O)[nH]1 (centres undefined),-15
CCOC(=O)c1sc2nc(C)nc(Nc3ccc(OC)c(OC)c3)c2c1C,-12
O=C(O)/C=C\C(=O)Nc1ccc(Oc2ccc(Br)cc2)cc1,-22
CCN(CC)C(=O)CSc1nc2cc3c(cc2c(=O)n1CCCC(=O)NCCc1ccc(OC)c(OC)c1)OCO3,-4
CCC(=O)N(Cc1ccc(S(N)(=O)=O)cc1)C1CC(=O)N(c2ccccc2)C1=O (centres undefined),13
CCn1c(=O)c(-c2nc3ccccc3[nH]2)c(O)c2ccccc21,3
CCN(C(=O)CN1CCOCC1)c1c(N)n(Cc2ccccc2)c(=O)[nH]c1=O,-22
c1ccc(CN2CCN(CCOCCOc3cccc4ccccc34)CC2)cc1,-43
